IMPase Li cell: membrane-permeable IMPase blocker, potentiated with lithium; Potency, µM (highest dose often 59.4 µM), inactives show at the highest dose activity, negative = IMPase inhibition, most hits filed as inhibitors; 210,000 compounds, 0.35% hits; CHO-M1 cells, IP1 TR-FRET (IP-One), carbachol + lithium; AID 1457;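 also: IP1 builds up when IMPase is blocked and the TR-FRET signal falls; plate controls were basal vehicle for no effect and high inhibitor control for full effect; nearly all actives have a fitted effect of over 50% in size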
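Steps: plate 2000 CHO-M1 cells per well and culture 16–30 h; add compound and lithium; incubate 30 min, 37C; add d2-IP1 tracer and Eu cryptate anti-IP1 antibody in lysis buffer; read after 10 min at room temperature.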
GoLoco inh red: RGS12 GoLoco-Gai1 interaction inhibition. 230,000 compounds, 0.44% hits. Gai1:RGS12 GoLoco peptide FP, rhodamine, 10 min. Potency, µM (series often up to 61.6 µM), inactives show at the highest dose activity, negative = inhibition, hits mostly inhibitors. AID 880; active = well fitted inhibition curve with a large enough effect, not every such curve was filed as active; inactive = no such curve, though single readings can be large or run the other way; also: % is scaled to controls: 0 for no effect and ±100 for the full control effect; nearly all actives have a fitted effect of over 30% in size; many of its hits are not listed in these tables
Target sequence (P63096 whole entry, looked up): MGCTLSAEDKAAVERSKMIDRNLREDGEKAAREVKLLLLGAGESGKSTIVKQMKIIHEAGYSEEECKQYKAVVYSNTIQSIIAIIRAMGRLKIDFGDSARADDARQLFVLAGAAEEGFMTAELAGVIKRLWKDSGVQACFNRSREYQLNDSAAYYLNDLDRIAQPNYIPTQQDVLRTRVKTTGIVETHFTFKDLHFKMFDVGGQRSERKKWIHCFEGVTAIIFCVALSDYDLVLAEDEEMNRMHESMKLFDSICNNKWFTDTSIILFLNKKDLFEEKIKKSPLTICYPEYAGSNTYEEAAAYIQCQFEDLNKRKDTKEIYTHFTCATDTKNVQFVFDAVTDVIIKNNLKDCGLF
GAA inhib: alpha-glucosidase (human) inhibition; P10253; purified human GAA, 4-MU-alpha-glucoside fluorescence; Potency, µM (series often up to 76.9 µM), for inactives: at the top dose activity change, negative = inhibition, hits mostly inhibitors; 200,000 compounds, 0.005% hits; AID 1466;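 also: plate controls were uninhibited enzyme wells for no effect and no-enzyme background for full effect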
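Compounds are titrated up to 77 uM against 4 nM human enzyme. Substrate 4-methylumbelliferyl-alpha-D-pyranoside (400 uM) reacts 20 min at room temperature in pH 5.0 buffer; liberated 4-methylumbelliferone is read at 440 nm.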
HTT aggregate: reduces HttQ103-GFP aggregates in PC12 cells; PC12 HttQ103-GFP aggregates, Acumen cytometry, 40 h; Potency, µM (top dose mostly 46.1 µM), inactives show at the top dose activity change, negative = inhibition, hits mostly inhibitors; 220,000 compounds, 1.1% hits; AID 1688; also: % is scaled to controls: 0 for no effect and ±100 for the full control effect; nearly all actives have a fitted effect of over 60% in size
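Multiplexed with ATP-based cell death, this channel scores GFP aggregates in PC12 cells expressing inducible HTTex1-Q103-GFP. Induction used 100 nM tebufenozide; compounds were tested in concentration series.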
GAA spleen mod: inhibitors or activators of human alpha-glucosidase in spleen homogenate | human spleen homogenate, 4-MU-alpha-glucoside fluorescence | 240,000 compounds, 0.006% hits | Potency, µM (doses to about 79.9 µM), without a hit: at the top dose activity change, negative = inhibition, usual class: inhibitors;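 also: 0% = enzyme with vehicle and -100% = no enzyme basal signal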
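Human spleen homogenate (1 ug) with 4-methylumbelliferyl-alpha-D-glucopyranoside (1 mM final) in 50 mM citrate/phosphate pH 5.0, 0.01% Tween-20; 40 min at 37 C. Stopped at pH 10; 4-MU fluorescence Ex 365/Em 440 nm; AC50 by Hill fit.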
GAA glycogen: inhibitors or activators of human alpha-glucosidase glycogen cleavage | recombinant GAA, glycogen substrate, Amplex Red glucose oxidase fluorescence | 300,000 compounds, 0.38% hits | P10253 | Potency, µM (highest dose often 76.4 µM), for the others: at the highest dose activity change, negative = inhibition, most hits filed as inhibitors;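 also: 0% = full enzyme reaction and -100% = no-enzyme basal signal; the screen sought inhibitors and activators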
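Recombinant human enzyme (4 nM); glycogen substrate; 37 C, 40 min, pH 5.0. Readout: coupled glucose oxidase/Amplex Red fluorescence.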
HTT cytoprotect: Huntington cell model cytoprotection by ATP luminescence | 230,000 compounds, 0.14% hits | PC12 HTT-Q103 induced, cytoprotection, ATP luminescence, 40 h | Potency, µM (doses to about 56.4 µM), for inactives: cytoprotection (ATP increase), actives largely listed as activators;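 also: % of control where 0% means no effect; nearly all actives have a fitted effect of over 45% in size; toxic huntingtin expression switched on by the ecdysone agonist tebufenozide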
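Quantitative HTS on tebufenozide-induced (100 nM) PC12 cells expressing HTTQ103 exon 1–GFP; compounds tested as a concentration series; survival measured via cellular ATP.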
* = called active by the depositor; ? = inconclusive; / = no result given; [ ] = remark or other dose. Unless noted, calls follow the shape of the dose curve; as a rule, active = well fitted curve in the direction sought with a large enough effect; inconclusive = small, poorly fitted or top-dose-only effect, or another doubt; inactive = no such curve, though single readings can be large; an effect the other way counts as inactive or inconclusive. Potency is read from the fitted curve at half-maximal effect. A portion of the library; the hit share may differ from the screen's.

SMILES | IMPase Li cell | GoLoco inh red | GAA inhib | HTT aggregate | GAA spleen mod | GAA glycogen | HTT cytoprotect
COC(=O)c1cc(OC)c(OC)cc1NC(=O)CN1CCOCC1 | 9%[38.3 µM] | 3% | -9% | 2% | -3% | -9% | 1%
O=C(C1CC1)N1CCc2cc(Br)cc(S(=O)(=O)NC3CCCCC3)c21 | 17% | -6% | -14% | -26% | -10% | -5% | 0%[10 µM]
Oc1ccc(N=Nc2ccc3c(c2)OCO3)c2ccccc12 | / | 15% | / | -17%[9.22 µM] | -2% | -3% | -55%[inhibitor][10 µM]
CS(=O)(=O)N(CC(=O)N1CCc2ccccc2C1)c1ccc2c(c1)OCO2 | 3%[38.3 µM] | -5% | -4% | 6% | -6% | 0% | 8%
O=c1c2[nH]c3ccc(F)cc3c2ncn1CCCN1CCOCC1 | -8%[38.3 µM] | -12% | 2% | 26% | -1% | -3% | -17%[0.074 µM]
Cc1ccc(NC(=S)NCc2ccc3c(c2)OCO3)cc1 | 6% | 2% | 2% | -2% | 1% | -25% | 43%[10 µM]
Cc1ccc2cccc(S(=O)(=O)N3CCN(c4ccccc4F)CC3)c2n1 | 2% | 49%[activator] | 0% | 6% | 6% | -10% | 3%[10 µM]
Cc1nnc(NC(=O)c2ccc3ccccc3c2)o1 | 1%[38.3 µM] | 3% | ? | 8% | -6% | -3% | 8%
CC/C(=N\NC(N)=O)c1ccc(OC(F)F)cc1 | / | 3% | -2% | 19%[9.22 µM] | 5% | 2% | 7%[10 µM]
CCN(CC)c1ccc(-c2nn3c(-c4n[nH]c5c4CCC5)nnc3s2)cc1 | -1%[38.3 µM] | 38%[activator] | ? | 13µM* | 30% | 6% | -94%[inhibitor]
Cn1c(CN2CCCC2)nc2cc(NC(=O)c3cccs3)ccc21 | -1% | 9% | -4% | 23% | 1% | -3% | /
Cc1cccc(Nc2nc(N3CCCCC3)nc(N3CCCCC3)n2)c1 | -2% | 1% | -7% | -6% | -3% | -15% | -5%[10 µM]
CCNc1ccc(C(=O)OCC)cc1NC(=O)c1cc(S(=O)(=O)N2CCOCC2)ccc1C | 25%[38.3 µM] | 17% | -5% | 8% | -3% | -10% | -3%
CNc1cc(N2CCN(S(=O)(=O)N(C)C)CC2)ccc1[N+](=O)[O-] | 5% | 6% | -9% | -3% | -3% | 24% | /
CCN(CCCCN1C(=O)c2ccccc2C1=O)c1ccc2c(c1)C(=O)N(C)C2=O | -3%[38.3 µM] | 8% | -6% | -17% | 2% | 14% | -2%
CC(O)c1nc2ccccc2n1Cc1nnc(-c2ccc(Cl)cc2)o1 (configuration not stated) | 13%[38.3 µM] | 9% | -9% | -1% | -7% | -6% | -24%[10 µM]
COC(=O)c1ccsc1NC(=O)C1COc2ccccc2O1 (configuration not stated) | 15%[38.3 µM] | 1% | -15% | -4% | -5% | -23% | -24%
Cc1cc(-n2ccc(=O)[nH]c2=O)nc(-c2ccccc2)n1 | -2%[38.3 µM] | 1% | -5% | -4% | -2% | 2% | 1%
NC1=NCCCC1 | 9% | -2% | / | / | -9% | / | -13%
O=C(COC(=O)C1=Cc2ccccc2OC1)NCc1ccco1 | 2% | 8% | 8% | 5%[9.22 µM] | -10% | -6% | 24%[10 µM]

Compound profiles, as listed above. Screens in order: IMPase Li cell | GoLoco inh red | GAA inhib | HTT aggregate | GAA spleen mod | GAA glycogen | HTT cytoprotect
Cc1cc(-n2ccc(=O)[nH]c2=O)nc(-c2ccccc2)n1 in the list: -2%[38.3 µM] | 1% | -5% | -4% | -2% | 2% | 1%
CC(O)c1nc2ccccc2n1Cc1nnc(-c2ccc(Cl)cc2)o1 (configuration not stated) in the list: 13%[38.3 µM] | 9% | -9% | -1% | -7% | -6% | -24%[10 µM]
Cn1c(CN2CCCC2)nc2cc(NC(=O)c3cccs3)ccc21 in the list: -1% | 9% | -4% | 23% | 1% | -3% | /
Oc1ccc(N=Nc2ccc3c(c2)OCO3)c2ccccc12 in the list: / | 15% | / | -17%[9.22 µM] | -2% | -3% | -55%[inhibitor][10 µM]
Cc1ccc2cccc(S(=O)(=O)N3CCN(c4ccccc4F)CC3)c2n1 in the list: 2% | 49%[activator] | 0% | 6% | 6% | -10% | 3%[10 µM]

More entries
SMILES | IMPase Li cell | GoLoco inh red | GAA inhib | HTT aggregate | GAA spleen mod | GAA glycogen | HTT cytoprotect
O=C(CNC(=O)C12CC3CC(CC(C3)C1)C2)N1CCN(S(=O)(=O)/C=C/c2ccccc2)CC1 | / | / | ? | -12% | -3% | -1% | -4%[10 µM]
CC(C)C(c1nnnn1Cc1cccs1)N1CCN(C2CCCC2)CC1 (configuration not stated) | 14%[38.3 µM] | 2% | 1% | ? | -8% | 1% | -3%
CCC(=O)c1ccc2c(c1)N(CCCN(C)C)c1ccccc1S2 | 35%[activator] | -5% | / | -14% | -8% | / | -43%
Cc1c(Cl)c([N+](=O)[O-])nn1CCCC(=O)Nc1cc(Oc2ccccc2)cc([N+](=O)[O-])c1 | 7% | 0% | -2% | -7% | 2% | -12% | 4%[10 µM]
CO[C@@]1(NC(=O)CSCC#N)C(=O)N2C(C(=O)O)=C(CSc3nnnn3C)CSC21 (some centres not stated) | 18% | -117% | / | / | -15% | / | -32%[inhibitor]
Cn1c(N)c(C(=O)COC(=O)c2ccc(Cl)c(S(=O)(=O)N3CCCC3)c2)c(=O)n(C)c1=O | / | 10% | / | -26%[9.22 µM] | -18% | -6% | ?
CCOC(=O)C1=C(C)NC2=C(C(=O)CCC2)C1c1ccc(O)c(OCC)c1 (configuration not stated) | 2% | -20% | -1% | ? | -6% | ? | /
Cn1c(N2CCOCC2)cc(=O)n(C)c1=O | 14% | 2% | 1% | 1% | 2% | 14% | 19%
COc1ccccc1C(=O)OCC(=O)NC(=O)NCc1ccccc1 | 3% | 14% | ? | -8% | / | 6% | -26%
Cc1ccc(C)c(S(=O)(=O)Nc2ccc3scnc3c2)c1 | 32%[activator][38.3 µM] | 11% | -18% | -22% | 6% | 4% | -58%[inhibitor]
CN(C)c1ccc(CN(C)C2CCCCC2)cc1 | 4%[38.3 µM] | -2% | -6% | 6% | -4% | 26% | -12%
CCOC(=O)NC(NCc1ccccc1Cl)(C(F)(F)F)C(F)(F)F | 53%[activator][38.3 µM] | 6% | 0% | -16% | 5% | 8% | 5%
CCC1=NN(C(=O)Cc2ccccc2)C(O)(c2ccncc2)C1 (configuration not stated) | 16% | 10% | 8% | 8%[9.22 µM] | -2% | 1% | ?
O=C(CN1CCN(C2CCCCC2)CC1)Nc1cccc2ccccc12 | 10% | 1% | -1% | 15% | -2% | -2% | 11%[10 µM]
Cc1cccc(C(=O)NC(C(=O)Nc2nc(-c3ccccn3)cs2)C(C)C)c1 (configuration not stated) | 2% | 14% | 4% | -29% | 6% | -12% | -23%[10 µM]
CCC(C)N=C1Sc2nc3ccc(C)cc3cc2CN1CCOC (configuration not stated) | 23% | 0% | -8% | -19% | / | -13% | ?
CC(C)C(OC(=O)c1cc2c(s1)CCCCC2)C(=O)NC(N)=O (configuration not stated) | 0% | -4% | 2% | 5% | 2% | -7% | 5%[10 µM]
CC(=O)Oc1ccc(/C=c2\sc3ncnn3c2=O)cc1 | 10%[38.3 µM] | 1% | 12% | -3% | -4% | 2% | 13%
COCCNc1ncnc2c1cnn2-c1ccc(Cl)cc1 | / | 0% | 1%[15.4 µM] | / | -4% | 7% | /
COC(=O)c1cc(C(=O)OC)cc(-n2c(C)cc(C=O)c2C)c1 | -3% | 9% | 7% | 22% | -2% | 0% | -24%
O=c1cc(-c2ccncc2)oc2ccccc12 | -13%[38.3 µM] | 3% | -2% | -32% | 6% | -6% | -1%
CCS(=O)(=O)N1CCC(C(=O)NCc2ccc3c(c2)OCO3)CC1 | -4% | -102% | -20% | -6% | -16% | 5% | -25%
C/C=C/c1ccc(OCCCCOc2c(OC)cccc2OC)c(OC)c1 | -3% | -6% | 5% | -1% | -12% | -5% | 14%[10 µM]
CN(CCNC(=O)C1CCN(S(=O)(=O)c2cnc[nH]2)CC1)Cc1ccccc1 | / | / | 2% | -6% | -4% | -1% | -13%
C=CCNc1nc(-c2cccs2)c(CC(=O)O)s1 | / | 12% | / | -11%[9.22 µM] | 7% | ? | -4%[10 µM]
CCc1cc(C(=O)c2ccc(OC)cc2)c(NC(=O)CCC(=O)O)s1 | / | -1% | -10% | -4%[9.22 µM] | 1% | 11% | 0%[10 µM]
COc1ccc(C(NC(=O)N2CC(C)OC(C)C2)C(Cl)(Cl)Cl)cc1F (configuration not stated) | -1% | 0% | 5% | -20% | -3% | -9% | 5%[10 µM]
CCOC(=O)c1sc(NC(=O)C2CC2)nc1C | 2%[38.3 µM] | -3% | 3% | -12% | 4% | -20% | 1%
CCCC[C@@H]1C[C@H]1C(NC(=O)c1ccco1)c1ccc(Cl)cc1 (some centres not stated) | 7% | -10% | / | / | -7% | / | -99%[inhibitor]
C=CCn1c(=O)c2ccc(C(=O)NCc3ccccc3)cc2n(Cc2ccc(Cl)cc2)c1=O | -5% | 1% | -1% | 17% | 8% | 3% | 17%[10 µM]
CC1CC(C)CN(S(=O)(=O)c2ccc(NN)nc2)C1 (configuration not stated) | / | 6% | / | 6%[9.22 µM] | 0% | ? | -6%[10 µM]
CCOC(=O)N1CCC2(CC1)C(C(=O)C13CC4CC(CC(C4)C1)C3)C2(C#N)C#N (configuration not stated) | 28%[38.3 µM] | 18% | ? | 13% | -10% | 1% | 32%[0.074 µM]
COc1cc(CNCCCN2CCOCC2)cc(Br)c1OCc1ccc(Cl)cc1 | -5% | -11% | 2% | 5% | -5% | 4% | -29%
CCC(=O)N1CC(C)C(=O)Nc2ccccc21 (configuration not stated) | -15%[38.3 µM] | 3% | 3% | 16% | -8% | 8% | -16%
Cc1cccc(-c2nnc(SCC(=O)Nc3ncccn3)n2C)c1 | 9% | -3% | 3% | 5% | 6% | 7% | 14%[10 µM]
CCOC(=O)C(NC(=O)c1ccccc1Cl)(Nc1ccc(C(F)(F)F)cc1)C(F)(F)F (configuration not stated) | 8% | 0% | -24% | -11% | 5% | 8% | -19%[10 µM]
Cc1cc(C)nc(NC(=NCCc2c[nH]c3ccccc23)NC(=O)Nc2cccc([N+](=O)[O-])c2)n1 | 2% | -5% | 4% | 7% | 0% | 10% | -4%[10 µM]
Cc1ccc(S(=O)(=O)N(C)C)cc1NC(=S)NCc1ccco1 | -6% | 16% | 4% | 6% | 1% | -3% | ?
